Keap1 Nrf2 FP = disrupts human Keap1 binding to Nrf2 peptide. Q14145. Keap1 Kelch-Nrf2 peptide fluorescence polarization, 1536-well. inhibition, % at 9.4 µM. hit rate 0.15% among 340,000. AID 504523; in the data active = inhibition above about 12%;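 note: human Keap1 Kelch domain with fluorescein labeled Nrf2 9mer peptide probe; 0% = neutral control wells and 100% = peptide positive control; higher means more block of Keap1 binding to Nrf2 peptide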
Arr AP2 block = blocks beta-arrestin peptide binding to AP2 adaptin; inhibition, % at 10 µM; FITC-arrestin peptide / GST-AP2 beads, flow cytometry; AP2 beta2 appendage carries R879A mutation; hit rate 0.31% among 340,000; AID 504490;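 active = inhibition above a set limit, near 3 SD of compounds lacking own fluorescence, cut at about 54% in these data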;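 note: plate controls were DMSO wells for no effect and 5 µM unlabelled arrestin peptide for full effect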
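System: GST-AP2 R879A glutathione beads; medium: PBS, Tween 20 0.05%, BSA 0.1%; reagent: fluorescein-tagged arrestin peptide at 50 nM final; schedule: pre-incubation 12 min, peptide binding 1 h, room temperature; detection: flow cytometry, FL1 (488/535 nm); read-out: inhibition as reduced fluorescein signal on beads, percent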
DSG3 Ab inh = blocks pemphigus antibody binding to human desmoglein-3. hit rate 0.48% among 310,000. binding (percent of control), % at 10 µM. AID 588358. DSG3-coupled beads, scFv-anti-DSG3-GFP binding, flow cytometry; hits give low values;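 active = binding more than 3 SD below its plate's average and above zero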;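 note: hits lower antibody fragment binding to DSG3; some compounds called inactive have numbers as strong as hits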
Target sequence (P32926 whole entry, looked up, the tested form may be a part): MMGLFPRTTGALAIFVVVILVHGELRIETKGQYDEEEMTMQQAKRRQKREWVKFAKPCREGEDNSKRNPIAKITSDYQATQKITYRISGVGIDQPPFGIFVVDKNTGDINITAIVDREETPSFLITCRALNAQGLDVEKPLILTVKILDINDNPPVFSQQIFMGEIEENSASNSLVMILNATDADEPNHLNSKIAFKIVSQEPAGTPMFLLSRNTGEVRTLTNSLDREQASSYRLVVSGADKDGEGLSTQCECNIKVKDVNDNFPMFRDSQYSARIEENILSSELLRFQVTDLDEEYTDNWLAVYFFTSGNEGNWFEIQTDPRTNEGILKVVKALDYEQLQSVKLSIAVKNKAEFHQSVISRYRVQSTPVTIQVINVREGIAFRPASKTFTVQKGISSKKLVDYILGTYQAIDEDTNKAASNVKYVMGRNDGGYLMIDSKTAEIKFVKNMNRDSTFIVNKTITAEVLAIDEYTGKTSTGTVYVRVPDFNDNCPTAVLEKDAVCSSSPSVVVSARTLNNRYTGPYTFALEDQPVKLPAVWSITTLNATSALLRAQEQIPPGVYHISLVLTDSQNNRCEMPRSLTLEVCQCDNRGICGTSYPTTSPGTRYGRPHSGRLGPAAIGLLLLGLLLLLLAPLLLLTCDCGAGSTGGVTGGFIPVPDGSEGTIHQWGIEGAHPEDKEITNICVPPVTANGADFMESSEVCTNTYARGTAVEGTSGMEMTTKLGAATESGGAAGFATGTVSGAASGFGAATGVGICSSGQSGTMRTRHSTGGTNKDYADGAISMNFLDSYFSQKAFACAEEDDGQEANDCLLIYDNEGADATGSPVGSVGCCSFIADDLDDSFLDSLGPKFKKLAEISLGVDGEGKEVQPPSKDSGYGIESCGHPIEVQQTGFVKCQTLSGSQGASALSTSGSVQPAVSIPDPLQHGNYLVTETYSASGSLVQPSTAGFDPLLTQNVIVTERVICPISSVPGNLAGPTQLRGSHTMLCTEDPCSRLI
CAL PDZ FP-1 = human CAL PDZ-peptide interaction inhibition | Q9HD26 | purified CAL PDZ, TMR-peptide fluorescence polarization, 1 h | inhibition, % at 20 µM | hit rate 0.02% among 330,000 | AID 504414;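 active = highest replicate inhibition of at least 40%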;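 note: plate controls were DMSO neutral control wells for no effect and unlabeled competitor peptide control wells for full effect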
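System: purified tagged CAL PDZ domain construct (CerCALP). Schedule: 1 h incubation at room temperature before polarization reading. Medium: 25 mM sodium phosphate pH 7.4, 150 mM NaCl, TCEP, IgG, Thesit. Read-out: percent inhibition from loss of millipolarization. Measured by: FP readout, S and P plane fluorescence. Probe or stimulus: fluorescent TMR peptide probe.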
C-LANA FP = KSHV C-LANA DNA binding inhibition. MBP-C-LANA/FAM-LBS DNA binding, fluorescence polarization. inhibition, % at 9 µM. hit rate 0.078% among 340,000;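 active = highest replicate inhibition at or above 60% at 9 µM, even if other replicates fall short; inactive = all replicates below 60% inhibition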;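 note: 0% = neutral control wells and 100% = 4 µM acridine orange control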
CAL PDZ FP-2 = blocks peptide binding to the human CAL PDZ domain | purified CAL PDZ, TMR-peptide fluorescence polarization, 1 h | inhibition, % at 24.9 µM | hit rate 0.92% among 300,000 | AID 602252;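 active = mean inhibition of at least 30% with at least half of replicates also reaching 30%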;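 note: 0% = DMSO neutral control and 100% = excess unlabeled competitor peptide PRC23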
NSD2 inh = blocks human histone methyltransferase NSD2 | O96028 | NSD2 peptide methylation, AlphaScreen, 120 min | inhibition, % at 12.5 µM | hit rate 0.54% among 310,000; in the data active = inhibition above about 50%
DAGLB inh = diacylglycerol lipase beta (human) inhibition; HEK293T DAGLB membrane lysate, EnzChek fluorogenic substrate; Q8NCG7; hit rate 0.059% among 340,000; inhibition, % at 5.17 µM; AID 504411; in the data active = inhibition above about 34%;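 note: 0% = enzyme with vehicle and 100% = wells lacking enzyme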
Cardiac RTF inh = cardiac RTF calcium desensitization | hit rate 0.12% among 340,000 | P19429+P45379 | inhibition, % at 7.15 µM | IANBD-labeled cardiac RTF, Ca2+ fluorescence;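 active = inhibition above the mean inhibition of all tested compounds plus 3 SD, cut at about 17% in these data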;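 note: assay run at fixed EC70 calcium of 1.6 mM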
V-ATPase pHluor = yeast V-ATPase proton transport regulation by pHLuorin | S. cerevisiae, pHLuorin cytosolic pH fluorescence | response, % at 10 µM | hit rate 0.37% among 350,000; in the data active = response mostly above about 7.3%, no sharp cut-off; inactive = mostly below about 5.4%; note: actives read high; inactives centre near 0; some compounds called inactive have numbers as strong as hits; reference of the scale not given here
* marks the source's active call; other numbers are inactive results; . = no result given; & = joins results of further samples. Some of the compounds tested. The share of hits here may be higher or lower than overall.

Results follow in this order: DSG3 Ab inh, CAL PDZ FP-2, Keap1 Nrf2 FP, V-ATPase pHluor, Arr AP2 block, CAL PDZ FP-1, Cardiac RTF inh, NSD2 inh, DAGLB inh, C-LANA FP
CCN1CCN(C(=O)/C=C/c2cccc(Cl)c2)CC1
 : 110, -3, -2, 1, 2, -1.7, 2, ., -2, 1.6
Cc1c(C(=O)NCC(c2ccco2)N2CCCC2)sc2ccccc12 (configuration not stated)
 : 125, -1, -2, 0, -18, -1.8, -3, 2, -1, 0.3
O=C(Nc1ccccc1N1CCOCC1)c1ccc(F)c(S(=O)(=O)N2CCOCC2)c1
 : ., 1, -6, -1, 19, -0.9, -13, -1, -1, -0.3
CCN(CC(=O)NCc1cccs1)C(=O)c1cccc(S(=O)(=O)N(CC)c2ccccc2)c1
 : 96, -4, -1, 0, 13, -1.3, -7, -3, 0, -1.6
Cc1c(CCOC(=O)CC23CC4CC(CC(C)(C4)C2)C3)sc[n+]1Cc1ccc([N+](=O)[O-])cc1
 : 91&104, -10&-2, 3&-5, 0&1, -7&4, -1.6&-2.7, -3&-12, 9, 2&4, -1.0&-1.1
CCN(CC)C(=O)Cn1cc(C(=O)C(=O)NCCCN2CCCCC2)c2ccccc21
 : 115, 2, 1, -1, -6, -2.2, -3, -1, -2, -2.6
N#CCC(=O)Nc1ccc(C(=O)NNC(=O)c2ccccc2-n2cccc2)cc1
 : 93, -7, 0, 2, 3, -0.2, -4, 3, 3, 0.5
Cc1ccc2c(c1)N(CC(=O)NC1CCC(C)CC1)C(=O)CO2 (configuration not stated)
 : ., -2, 2, 0, 2, 0.0, -3, -3, -1, -1.4
CC(C)(C)c1ccc(OCc2ccc(C(=O)N/N=C3\CC4CC=CC34)cc2)cc1 (configuration not stated)
 : 108, 5, -1, 2, -6, -0.6, -6, -1, -8, -0.9
CCOC(=O)c1sc(-c2ccccc2)nc1C
 : 107, -4, -1, 1, -14, 0.0, 7, -5, -5, -0.8
COc1ccc(CCCC(=O)NCc2ccccc2)cc1C
 : 100, -2, -3, -2, 8, -0.2, -2, -3, -6, -0.5
CC1CCCN(S(=O)(=O)c2cc(Cl)ccc2Cl)C1 (configuration not stated)
 : 97, -6, -5, 3, -9, ., 0, -10, -10, -1.7
CC1(C(=O)O)CCC(C(=O)Nc2cccc(F)c2)C1(C)C (configuration not stated)
 : 97, -3, -3, 4, 15, -0.9, -10, 0, -2, -3.0
Cc1ccc(CNS(=O)(=O)c2cc3c4c(c2)CCN4C(=O)CC3)cc1
 : 101, -1, ., 0, -1, -1.4, 4, -2, 2, .
O=S(=O)(Nc1ccc2c(c1)OCCO2)c1ccc(F)c(F)c1
 : 94, -3, -1, -2, 14, -1.3, 7, 4, 0, 0.7
C=CCOc1c(Br)cc(CNn2nnnc2N)cc1OCC
 : 109, -2, -3, 4, -8, -0.4, -6, -2, -1, 0.2
CCN(CC)C(=O)CSc1nnc(-c2ccncc2)n1N
 : 97, ., -4, -4, 7, -2.8, 4, -2, -3, -0.4
C/C(=N/NC(=O)c1ccc(Br)o1)c1cccc(NC(=O)c2ccc(F)cc2)c1
 : ., -3, 2, -1, 12, -3.0, -1, -2, -3, 0.1
CNC(=S)Nc1ccc([N+](=O)[O-])c(C)c1
 : 95, -1, 2, -1, -5, 1.1, 0, ., -2, 0.0
COc1ccc(NC(=O)CCNC(=O)N2CC(=O)Nc3ccccc32)c(OC)c1
 : ., -3, -2, 3, 1, -0.9, -2, 2, 0, 1.7

(cont.)
Results follow in this order: DSG3 Ab inh, CAL PDZ FP-2, Keap1 Nrf2 FP, V-ATPase pHluor, Arr AP2 block, CAL PDZ FP-1, Cardiac RTF inh, NSD2 inh, DAGLB inh, C-LANA FP
O=C(Nc1cccc(S(=O)(=O)N2CCOCC2)c1)c1ccco1
 : 103, -1, -3, 2, -1, -0.2, -10, ., -1, 1.6
COc1ccc(COC(=O)c2cccc(S(=O)(=O)N3CCN(C(C)=O)CC3)c2)cc1F
 : 98, -5, -1, -2, -5, -1.5, -13, -3, 3, -0.3
Cc1nc2ccc(NC(=O)c3cccc(S(=O)(=O)N(C)c4ccccc4)c3)cc2s1
 : 103, -12, -1, 2, 2, -3.8, 1, -1, 1, -1.0
Cc1ccc(NC2CCCN(C(=O)c3ccc4[nH]ccc4c3)C2)cc1C (configuration not stated)
 : 101, -1, -5, 7, 7, -0.7, -4, 15, 3, 0.7
Cc1ccc(CNC(=O)C2CCCN2S(=O)(=O)c2ccc3c(c2)C(C)(C)C(=O)N3C)cc1 (configuration not stated)
 : 104, ., 4, -1, 6, -0.2, -6, ., 1, -0.1
O=C(C1CCCN(S(=O)(=O)Cc2ccccc2)C1)N1CCc2ccccc21 (configuration not stated)
 : 115, 3, 5, -1, 11, -2.3, 3, -2, -2, -1.2
CC(C)(C)c1ccc(OCCC(=O)OCC(=O)Nc2ccc(N3CCOCC3)cc2)cc1
 : 101, -1, 3, -3, 2, -1.6, 2, -4, -4, 0.2
Brc1ccc(OCc2nnc(SCC3CCCCC3)o2)cc1
 : 99, -4, 3, 3, 5, -0.5, -1, -4, -20, 0.6
O=C(NCC(=O)N1CCCCC1)c1ccc2ccccc2c1
 : ., -2, 0, 4, 2, -2.4, -2, -3, -6, -0.6
COCCCN1C(=O)C(=O)/C(=C(/O)c2ccccc2)C1c1ccc(N(C)C)cc1 (configuration not stated)
 : 101, 1, 4, -1, 4, -1.3, -5, 0, 2, 1.2
CCC[C@@H](CN1CCC[C@H]1CN1C(N)=NC[C@H]1CC(C)C)N1C[C@@H](Cc2ccccc2)N(CCCC2CCCC2)C1=N
 : 119, -6, -1, 0, 30, -1.6, -8, ., 2, -1.0
O=C(O)c1ccc(Cl)c(NCc2cccnc2)c1
 : 112, -8, -2, 1, -16, 8.9, 0, -1, -2, -19
Clc1nn2cnnc2c2ccccc12
 : 92, ., -5, -3, 10, 0.0, 1, 0, -8, -1.4
COc1ccc(CC(=O)Nc2ccc(C(=O)NCC(C)C)cc2)cc1
 : 103, -3, 10, -5, -1, -0.4, -1, -1, 0, -2.5
CSc1ccccc1NC(=O)C1CCCN(S(C)(=O)=O)C1 (configuration not stated)
 : 113, -8, -2, 3, 9, 0.3, 1, -1, 1, .
O=[N+]([O-])c1cccc(-c2ccc(C(=S)N3CCN(c4ccccc4)CC3)o2)c1
 : 108, ., ., 0, 11, ., ., 2, ., .
COc1ccc(CCNC(=O)Cn2nc(C)n3nc(-c4ccccc4)cc3c2=O)cc1OC
 : ., -3, 4, -5, 5, -2.8, -5, -1, -3, -1.7
Cc1ccc(S(=O)(=O)NCCC(=O)N2CCN(c3ccccc3)CC2)cc1C
 : 99, -3, 4, 5, 26, -1.3, -1, ., 0, 0.3
CCCCn1c(N)c(N(CCC(C)C)C(=O)c2cc(Cl)nc3ccccc23)c(=O)[nH]c1=O
 : 101, 14, 4, 4, 29, -0.7, -8, -1, -5, -2.9
COc1ccccc1CNC(=O)c1oc2ccccc2c1C
 : 92, -8, 0, -4, -4, -1.6, -1, -3, -7, -0.4

Other results follow.
Results follow in this order: DSG3 Ab inh, CAL PDZ FP-2, Keap1 Nrf2 FP, V-ATPase pHluor, Arr AP2 block, CAL PDZ FP-1, Cardiac RTF inh, NSD2 inh, DAGLB inh, C-LANA FP
O=C(O)C1Cc2ccccc2CN1C(=O)COc1ccc(Cl)cc1Cl (configuration not stated)
 : 106, 4, 2, 0, 31, -0.1, -6, -1, 1, 0.2
C/C(=N\NC(=O)COc1cccc(Br)c1)c1ccc2c(c1)OCCO2
 : ., -2, 0, 1, 5, 0.2, -3, 1, 0, 0.7
O=C(O)CCn1nnc(-c2cccs2)n1
 : 109, -2, -4, 1, 34, -0.7, 6, -2, 0, 0.6
CNC(=O)c1c(NC(=O)CCS(=O)(=O)c2ccc(F)cc2)sc(C)c1C
 : 110, 0, 2, 1, 0, -0.9, 10, -1, 1, -1.9
COc1ccc(C(=O)N2CCCC2)cc1
 : 98, ., -1, 1, 2, -1.9, -9, 6, 1, -1.9
O=C(c1ccc(NS(=O)(=O)c2cccc(C(F)(F)F)c2)cc1)N1CCCC1
 : 107, 2, 4, 0, -3, -2.2, -10, 0, 2, 4.0
CCN(CC)C(=O)CSc1nc(COc2ccccc2)nc2ccccc12
 : 113, -3, -6, 6, 16, -0.4, -9, 2, -3, 1.8
N#CC1C(=O)NC(=O)C(C#N)C12CCCC(C(F)(F)F)C2 (configuration not stated)
 : ., -5, 1, 0, 10, -1.4, 1, -1, 1, 0.1
Fc1ccc(-n2cc(CNCCc3cccnc3)c(-c3ccccc3Cl)n2)cc1
 : ., -5, 3, 1, 48, -1.7, -4, 0, -1, -1.9
CC(C)Cn1c(-c2ccc(Br)o2)n[nH]c1=S
 : 99, 1, 1, -2, ., -2.6, -4, 0, -1, 0.5
CS(=O)(=O)NCc1nnc(SCc2ccc(C(F)(F)F)cc2)o1
 : 104, -2, -8, -1, -6, 0.1, -9, -3, 4, -0.1
CCC1Oc2ccc(C)cc2N(CC(=O)N(Cc2ccc(C)o2)C2CC(C)(C)NC(C)(C)C2)C1=O (configuration not stated)
 : ., -5, -7, 0, -10, -1.1, -23, ., -1, -0.9
CCC(C)NC(=O)CC1Oc2ccc(Cl)cc2NC1=O (configuration not stated)
 : 108, ., 4, 4, -3, -1.1, -9, ., 3, 1.4
COc1ccc(C(=O)Nc2ncc3c(n2)CC(C)CC3=O)cc1 (configuration not stated)
 : 91, 0, 0, -2, 21, -2.9, 11, -3, -2, -1.6
COc1cccc(C(=O)Oc2ccc3c(C)cc(=O)oc3c2C(C)=O)c1
 : 104, -8, -4, -4, -6, 0.4, -28, 3, 1, -1.4
O=C(COc1ccc2ccccc2c1)NNC(=O)Nc1ccc(F)cc1F
 : 119, -3, 4, -3, 2, -1.4, -7, 17, -3, -0.7
Nc1nc2ccccc2n1CCOc1ccc(Cl)cc1
 : 114, -2, 0, -4, 46, -0.3, 8, 1, -2, 0.6
